# Screening results as filed in PubChem BioAssay.
# MITF primary – MITF inhibitors, primary screen, biochemical, AlphaScreen, human. AlphaScreen MITF homodimerization, bead proximity signal. inhibition, % at 2.6 µM. 650,000 tested, 0.91% active. AID 1259374, 2018; in the data active means inhibition above about 50%;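 further: 0% = vehicle wells with protein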
# FBW7 act – FBW7 E3 ligase activators, primary screen, biochemical, AlphaScreen, human; AlphaScreen FBW7–phospho-cyclin E peptide binding, activator screen; normalized activity (activation), % at 26.1 µM; 650,000 tested, 0.13% active; in the data active means normalized activity above about 1.9%;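 further: purified mutant Fbw7 with reduced substrate affinity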
# Target sequence (Q969H0 whole entry, looked up): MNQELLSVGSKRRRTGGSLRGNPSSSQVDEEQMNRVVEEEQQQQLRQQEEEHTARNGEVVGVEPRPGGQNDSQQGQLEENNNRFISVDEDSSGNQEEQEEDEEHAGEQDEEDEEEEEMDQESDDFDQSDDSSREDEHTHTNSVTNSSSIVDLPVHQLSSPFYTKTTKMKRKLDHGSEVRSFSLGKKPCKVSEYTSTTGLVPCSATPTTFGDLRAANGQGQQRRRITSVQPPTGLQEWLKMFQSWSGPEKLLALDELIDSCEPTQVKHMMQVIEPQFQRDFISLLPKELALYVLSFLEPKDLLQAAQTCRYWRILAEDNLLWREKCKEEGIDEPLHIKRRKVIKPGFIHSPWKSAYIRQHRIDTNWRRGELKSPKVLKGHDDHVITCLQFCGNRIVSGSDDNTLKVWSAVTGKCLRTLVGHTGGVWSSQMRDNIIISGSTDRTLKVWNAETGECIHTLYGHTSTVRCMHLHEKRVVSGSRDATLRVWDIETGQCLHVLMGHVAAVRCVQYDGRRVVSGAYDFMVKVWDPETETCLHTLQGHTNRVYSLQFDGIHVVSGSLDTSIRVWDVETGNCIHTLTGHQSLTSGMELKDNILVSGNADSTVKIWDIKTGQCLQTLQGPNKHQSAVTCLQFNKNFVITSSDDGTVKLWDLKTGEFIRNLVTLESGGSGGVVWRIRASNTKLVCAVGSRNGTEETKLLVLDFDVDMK
# TEAD-YAP inh – TEAD-YAP interaction inhibition, primary screen, TEAD-YAP interaction inhibitor project, luminescence, HEK-TIYL cells; TEAD-Gal4/YAP UAS-luciferase luminescence; inhibition, % at 9.12 µM; 640,000 tested, 1.4% active; AID 1259422, 2018; in the data active means inhibition above about 32%;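 further: 0% = median of test compound wells and 100% = reference inhibitor wells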
# GPR151 activ – activators of human GPR151, primary screen, cell-based, PathHunter beta-arrestin, luminescence. 650,000 tested, 1% active. activation, % at 11.2 µM. PathHunter beta-arrestin GPR151 cells; in the data active means activation above about 4.9%;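 further: 0% = median of compound wells and 100% = cells with positive control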
# Starred values were filed as active, the others as inactive.
SMILES,MITF primary,FBW7 act,TEAD-YAP inh,GPR151 activ
C=CCn1c(SC(C(=O)NC(N)=O)C(C)C)nnc1-c1ccc(Cl)cc1 (stereo unspecified),11,0.4,10,-2.0
Cc1ccc(CN[C@H]2C[C@H]3C(=O)N[C@@H](Cc4ccccc4)C(=O)N3C2)cc1,-3,0.2,4,-0.2
Cc1nnn(C23CC4CC(CC(C4)C2)C3)n1,17,0.2,4,0.4
O=S(=O)(NN1CCOCC1)c1ccc(-c2ccc(S(=O)(=O)NN3CCOCC3)cc2)cc1,10,0.0,4,-0.2
Cn1ccc(C(=O)Nc2nc3c(s2)CCCC3)n1,26,0.8,46*,-10
CCOc1ccccc1C(C(=O)NC1CCCC1)N(C(=O)c1csnn1)C1CC1 (stereo unspecified),-2,0.2,3,0.5
O=C(O)Cn1c(=S)[nH]c2ccccc2c1=O,0,-0.1,-9,-0.9
O=C(O)c1ccc(/C=C2/NC(=O)N(Cc3ccccc3F)C2=O)cc1,11,-0.1,5,-0.7
CC(C)COc1ccc(C(=O)NC(CC(=O)O)c2ccccc2)cc1 (stereo unspecified),10,-0.1,-4,-0.4
Clc1ccccc1-c1noc(C2CCC(c3ccccc3)CC2)n1 (stereo unspecified),-2,-0.1,0,-1.2
O=C1CSC(c2cccc(F)c2)N1c1cccc(C(F)(F)F)c1 (stereo unspecified),-3,0.3,6,0.6
CCc1ccccc1OCC(=O)Nc1nnc(C)s1,-15,0.0,-7,-0.6
CCc1nn2c(N)c(/C=C3\C=Nc4ccccc43)c(=O)nc2s1,-14,0.0,-7,-0.1
Cc1ccc(F)cc1S(=O)(=O)N1CCC(c2nc(-c3ccc4c(c3)OCO4)no2)CC1,-1,0.2,-9,-0.8
Cc1ccc(C(=O)N/C(=C/c2cccs2)C(=O)N2CCC(C)CC2)cc1,2,-0.1,0,-0.2
CCOc1ccc(-c2cc(C(=O)OC)c3ccccc3n2)cc1,2,-0.1,-5,0.4
COC(=O)c1ccc(C2Oc3ccc(Cl)cc3C3CC(c4ccc(C)o4)=NN32)cc1 (stereo unspecified),0,-0.1,-3,1.2
O=C(Cn1nc(-c2ccncc2)oc1=O)N1CCCCC1,0,0.2,7,0.1
CCOc1cc(Br)cc(/C=C2/C(=O)N(C)C(=S)N2CC(=O)OC)c1O,12,-0.2,7,-1.0
CC(C)(C)SCCNC(=O)c1ccc(CN(c2ccccc2)S(C)(=O)=O)cc1,3,0.6,-24,-0.9
O=C(CCC1(Cc2ccco2)CCC(=O)N1)NCC1OCCc2ccccc21 (stereo unspecified),1,0.0,1,0.3
O=C(NC1CCCC1)c1ccc(Cn2c(=O)[nH]c3ccsc3c2=O)cc1,6,0.0,-3,-0.3
CCC(C)C(NC(=O)C(NC(=O)C(CCC(=O)OCc1ccccc1)NC(=O)OC(C)(C)C)C(C)CC)C(N)=O (stereo unspecified),-6,0.1,-10,-0.1
COC(=O)C1=C(C)NC(C)=C(C(=O)OC)C1c1ccc(-c2ccc(F)cc2)o1,5,0.1,3,3.1
O=C(NNC(=O)C1CCCC1)c1cc2nc(-c3ccccc3)cc(C(F)(F)F)n2n1,-7,0.0,-2,0.7
COc1cc(-c2nnc3n2C(C)(C)Cc2ccccc2-3)cc(OC)c1OC,7,0.0,15,-0.7
Cc1ccc2c(c1Br)C(=C(C#N)C#N)C(=O)N2,3,-0.7,2,0.8
CC(Oc1ccccc1Br)C(=O)N1CCc2ccccc21 (stereo unspecified),-2,-0.1,-10,1.8
Cc1cc(C)c2nc(NC(=O)c3ccc(F)cc3)sc2c1,-2,0.1,-10,2.9
Clc1ccc(-c2csc(-c3cc4cc(Cl)ccc4oc3=Nc3ccccc3)n2)cc1,-3,0.3,-1,-0.9
Cc1ccc(S(=O)(=O)NCCc2ccccc2)cc1C(N)=O,8,0.7,8,-1.3
O=C(NCc1ccc(Cl)cc1)Nc1ccc2c(c1)CCCN2C(=O)C1CC1,2,0.0,9,0.6
COc1ccccc1NC(CNS(=O)(=O)c1ccccc1)c1ccccc1 (stereo unspecified),18,0.1,-1,-1.1
Cc1cc(C(=O)N/N=C/C2=CCC3CC2C3(C)C)c2ccccc2n1 (stereo unspecified),-1,0.1,2,0.8
Cc1cccc(C(=O)NCc2ccccc2)c1N1CCC2(CC1)OCCO2,-5,-0.1,-4,-0.4
CCCCc1ccc(N2C(=O)CSC2c2ccccc2)cc1 (stereo unspecified),22,0.1,4,-2.0
CCCNC(=O)COC(=O)/C=C/c1cccc(F)c1,7,0.6,-2,0.2
NC(=O)C1CCN(C(=O)c2ncoc2-c2ccccc2F)CC1,9,0.2,5,-1.9
O=c1[nH]cnc2sc(-c3ccccc3)cc12,7,0.1,4,-1.0
COC(=O)Nc1nc2ccc(OC)cc2s1,12,0.0,-44,-1.9

# An excerpt taken from the entries so far:
SMILES,MITF primary,FBW7 act,TEAD-YAP inh,GPR151 activ
O=C(CCC1(Cc2ccco2)CCC(=O)N1)NCC1OCCc2ccccc21 (stereo unspecified),1,0.0,1,0.3
O=C(NC1CCCC1)c1ccc(Cn2c(=O)[nH]c3ccsc3c2=O)cc1,6,0.0,-3,-0.3

# Further structures.
SMILES,MITF primary,FBW7 act,TEAD-YAP inh,GPR151 activ
O=C(Nc1ccc(-c2cn[nH]c2)cc1OCCCO)[C@H]1COc2ccccc2O1,-6,0.3,4,1.9
Cc1ccc(OCC(=O)N2CC(C)OC(C)C2)cc1C (stereo unspecified),2,-0.1,-2,-1.6
Cn1ncc(C#N)c1NC(=O)c1cc(-c2ccccc2Cl)on1,-8,0.1,-6,-1.0
COc1ccccc1/C=C\C1=NC(=C/c2cccc3ccccc23)/C(=O)O1,-20,0.0,-5,-0.8
CCOC(=O)C1=C(C)N=c2s/c(=C\c3cccs3)c(=O)n2C1c1ccc(OC)c(OC)c1 (stereo unspecified),-7,-0.1,-5,0.4
C#CCN(C)C(=O)c1cnc2scc(-c3ccccc3Cl)n2c1=O,3,-0.1,1,-0.5
O=C(O)c1cnn2c1NC(c1cccs1)CC2C(F)(F)F (stereo unspecified),15,0.1,11,0.7
COc1cc(CN(C(=S)NCC(=O)NCCC(C)C)C2CCCC2)cc(OC)c1OC,15,0.4,-4,-0.4
CCn1c2ccccc2c2cc(CN3CCN(Cc4ccccc4[N+](=O)[O-])CC3)ccc21,65*,-0.1,-8,-0.8
COc1ccc(CNC(=O)C(C)c2ccc([N+](=O)[O-])cc2)cc1 (stereo unspecified),21,0.0,3,-0.9
COc1cc(NC(=O)c2cncc(-c3ccc(C(=O)NC4CC4)cc3)c2)cc(OC)c1OC,4,0.0,11,2.2
Nc1ccc(-c2nnn(CC(=O)N3CCc4ccccc4C3)n2)cc1,2,-0.1,11,0.0
COc1ccccc1N1CCN(C(=O)C23CC4CC(CC(NC(C)=O)(C4)C2)C3)CC1,9,-0.1,-3,-0.6
CC(C)N1C(=O)CCC1C(=O)NCc1cccs1 (stereo unspecified),1,-0.2,-1,0.6
COc1ccc(S(=O)(=O)NCCOC23CC4CC(CC(C4)C2)C3)c2ccccc12,6,0.0,4,-0.5
O=C(O)[C@H]1CN(C(=O)c2cccnc2)C[C@@H]1c1ccc(F)cc1,6,0.0,0,0.3
Cc1ccc(CN2CCNC(=O)C2CC(=O)N2CCN(c3cnccn3)CC2)o1 (stereo unspecified),-4,-0.1,-10,2.7
CC(C)C(=O)NC(c1ccccc1)c1ccc2cccnc2c1O (stereo unspecified),28,-0.8,90*,-1.0
CC(C)Cn1c2nc3ccccc3nc2c2cc(Br)cc(Br)c21,10,0.0,-5,-1.2
COc1cccc(-c2nc3sc4c(c3c(=O)n2CC(=O)NCCc2ccc(OC)c(OC)c2)CCCC4)c1,21,0.7,-5,-1.4
CCN(C(=O)/C=C/c1cccs1)C1CCCCC1,15,0.2,13,0.3
COc1ccc(Cn2c(CCC(=O)NC3CCCC3)nc3cccnc32)cc1,2,-0.1,-10,-0.1
Cc1cccn2c(=O)c(/C=N/NC(N)=S)c(N3CCCC3)nc12,38,-1.2,3,-1.4
CC1CCCC(C)N1C(=O)c1cc2sccc2n1C (stereo unspecified),2,-0.1,12,0.0
Cc1ncc(-c2ccncc2)c(C2CCN(C(=O)c3cnn4cccnc34)CC2)n1,19,0.0,-4,0.8
Cc1ccc(S(=O)(=O)N(CC(=O)N2CCCCCC2)c2cccc(Cl)c2)cc1,12,0.4,4,2.2
COc1sc(SC)cc1/C=N/NC(=O)C(NC(=O)c1ccccc1)=C(C)C,-2,-0.2,5,0.2
C=CCOc1ccc(/C=C2\SC(N)=NC2=O)cc1OC,24,0.2,-4,-0.9
O=c1c2c(-c3ccccc3)csc2[nH]c(=S)n1-c1ccccc1,10,-0.2,1,-0.5
CCc1c(O)nc(SCCN(CC)CC)[nH]c1=O,11,0.1,6,-0.5
Cc1cc(/C=C2/NC(=O)NC2=O)c(C)n1-c1cccnc1,-7,-0.2,-7,0.1
COc1ccc(CC2(CO)CCN(Cc3cc(OC)ccc3F)CC2)cc1,-1,-0.1,-2,-0.1
C=CCn1c(SCC(=O)c2cccs2)nc2sc3c(c2c1=O)CCC3,-3,-0.1,6,-0.9
C[C@@H]1CN(C(=O)c2nc3sccn3c2CNCc2ccc3c(c2)OCO3)C[C@H](C)O1,2,-0.1,-5,-1.1
O=S(=O)(NCc1csc(-c2cccnc2)n1)c1ccc(F)cc1,-6,0.0,-2,-0.7
FC(F)(F)c1ccc(-c2cnnc(NCC(c3cccnc3)N3CCOCC3)n2)cc1 (stereo unspecified),12,0.0,-6,1.1
C/C(=N/NC(=O)c1ccncc1)C1CC1,2,0.7,-2,-0.2
CCOC(=O)c1c(-c2ccccc2)oc2ccc(OC(=O)N3CCOCC3)cc12,-16,-0.1,-3,-0.2
O=C(/C=C/c1ccc([N+](=O)[O-])cc1)Nn1c(-c2ccc(Br)cc2)nc2ccccc2c1=O,9,-0.3,7,-1.4
COc1cc(C(=O)Nc2ccc(Cl)c(-c3nc4cc(Cl)ccc4o3)c2)cc(OC)c1OC,9,0.2,4,-0.7

# Some of these compounds in order of formula weight, largest number first.
SMILES,MITF primary,FBW7 act,TEAD-YAP inh,GPR151 activ
O=C(/C=C/c1ccc([N+](=O)[O-])cc1)Nn1c(-c2ccc(Br)cc2)nc2ccccc2c1=O,9,-0.3,7,-1.4
COc1cc(C(=O)Nc2ccc(Cl)c(-c3nc4cc(Cl)ccc4o3)c2)cc(OC)c1OC,9,0.2,4,-0.7
C[C@@H]1CN(C(=O)c2nc3sccn3c2CNCc2ccc3c(c2)OCO3)C[C@H](C)O1,2,-0.1,-5,-1.1
Cc1ccc(S(=O)(=O)N(CC(=O)N2CCCCCC2)c2cccc(Cl)c2)cc1,12,0.4,4,2.2
COc1sc(SC)cc1/C=N/NC(=O)C(NC(=O)c1ccccc1)=C(C)C,-2,-0.2,5,0.2
Cc1ncc(-c2ccncc2)c(C2CCN(C(=O)c3cnn4cccnc34)CC2)n1,19,0.0,-4,0.8
CCOC(=O)c1c(-c2ccccc2)oc2ccc(OC(=O)N3CCOCC3)cc12,-16,-0.1,-3,-0.2
C=CCn1c(SCC(=O)c2cccs2)nc2sc3c(c2c1=O)CCC3,-3,-0.1,6,-0.9
COc1ccc(Cn2c(CCC(=O)NC3CCCC3)nc3cccnc32)cc1,2,-0.1,-10,-0.1
COc1ccc(CC2(CO)CCN(Cc3cc(OC)ccc3F)CC2)cc1,-1,-0.1,-2,-0.1
C=CCOc1ccc(/C=C2\SC(N)=NC2=O)cc1OC,24,0.2,-4,-0.9
Cc1cc(/C=C2/NC(=O)NC2=O)c(C)n1-c1cccnc1,-7,-0.2,-7,0.1
CC1CCCC(C)N1C(=O)c1cc2sccc2n1C (stereo unspecified),2,-0.1,12,0.0
CCc1c(O)nc(SCCN(CC)CC)[nH]c1=O,11,0.1,6,-0.5
CCN(C(=O)/C=C/c1cccs1)C1CCCCC1,15,0.2,13,0.3
C/C(=N/NC(=O)c1ccncc1)C1CC1,2,0.7,-2,-0.2

# Additional records follow:
SMILES,MITF primary,FBW7 act,TEAD-YAP inh,GPR151 activ
CCOC(=O)/C(C#N)=C(\O)c1ccc([N+](=O)[O-])cc1,-4,0.9,0,0.2
Clc1ccc(N2CCN(c3ncnc4nc[nH]c34)CC2)cc1Cl,-3,-0.1,8,-1.0
Cn1c(C(=O)N2CCCCC2)cc2c(=O)n3ccccc3nc21,-1,0.2,-39,-0.8
COc1ccc2nc(N3CCC(C(=O)NCCCN(C)C4CCCCC4)CC3)sc2c1,0,-0.1,5,-1.3
Cc1ccccc1N1C(=O)c2ccccc2C1Nc1cccnc1 (stereo unspecified),-6,-0.2,-14,-0.1
CCOC(=O)C1(CCCCCCOc2ccc(Cl)cc2)CO1 (stereo unspecified),-1,0.0,1,-0.3
COc1cc(C=O)c(Br)cc1OCC(=O)NCc1ccccc1,-2,0.0,3,-0.2
c1ccc(-c2csc(CN3CCCC(c4ccn[nH]4)C3)n2)cc1 (stereo unspecified),9,0.0,-39,0.1
COc1ccc(CSc2nc3c(c(=O)n(C)c(=O)n3C)n2C)cc1[N+](=O)[O-],23,0.3,8,0.7
O=C1CCCN1CCCNc1nc(-c2cccs2)nc2nc[nH]c12,4,0.0,16,-0.4
C/C(=N/NC(=O)c1cc(O)cc(O)c1)c1ccc(N)cc1,-10,-0.1,-18,0.1
Cc1cccc(NC(=O)CO/N=C/c2cccs2)c1,6,0.0,1,0.2
